High-throughput results: PubChem BioAssay, several laboratories
Yfh1-off respiration: enhancers of respiration in Yfh1-depleted yeast, dose response, Friedreich's ataxia, plus single-dose screen (AID 1465). S. cerevisiae Yfh1-off respiration, WST-1 reduction, 72 h; higher fold induction means a stronger effect. one-dose fold induction at 50 µM; EC50 in µM for titrated hits. 0.074% of 220,000 active;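 active means fold induction of absorbance versus untreated yeast above a set limit, then at least 30% activation at any dose in follow-up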;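 further: activators that raise dye reduction in frataxin-depleted yeast; strong numbers were not always called active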
NOD1 NF-kB reporter: NOD1 signaling inhibitors, primary screen, cell-based, luminescence, uHTS (AID 1578) | NOD1-driven NF-kB luciferase reporter cells, luminescence; higher % means a stronger effect | inhibition, % at 4 µM; hits with a dose series show EC50 in µM | 1% of 290,000 active; in the data active means inhibition mostly above about 36%, no sharp cut-off; inactive means mostly below about 34%;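 further: HEK-293T reporter cells stimulated with the NOD1 agonist gamma-tri-DAP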
MT stabilizer: microtubule stabilizers in HeLa cells | HeLa tubulin immunostaining HCS, 24 h; share of cells brighter than vehicle mean+2SD | % tubulin-high responders, % at 10 µM | 0.83% of 200,000 active;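 active means plate Z-score above 3 for both tubulin-high and condensed-nucleus cell shares, with cell loss under 80%, at 10 µM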;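 further: anti alpha tubulin signal scored within the nucleus-defined area of each cell; some results filed as inactive read as strong as hits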
b-catenin transl: alters nuclear translocation of beta-catenin in HeLa cells | immunofluorescence imaging | nuclear translocation activity, % at 5 µM | 0.3% of 190,000 active | AID 1665;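 active means nuclear translocation activity above 50% at 5 µM, with a well cell count of 50 or more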;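 further: per-cell ratio of nuclear to cytoplasmic median beta-catenin stain intensity; plate controls were DMSO negative control for no effect and GSK-3 inhibitor IX positive control for full effect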
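Signal – beta-catenin immunofluorescence imaging with DAPI · Test system – human HeLa cell line · Dosing – 5 µM primary single dose, 0.1% DMSO, 0.02–20 µM confirmation series · Measure – % activation, nuclear-to-cytoplasmic median beta-catenin signal ratio per cell · Incubation – 24 h compound exposure at 37°C, 5% CO2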
Dynein transport: blocks dynein driven cargo transport along microtubules. 3617.4 mouse cells, GR-EGFP nuclear translocation imaging; test concentration mostly 20 µM; stimulated with dexamethasone, 1 µM; hits give low values. AID 1381. z-score, hits read low. 0.47% of 220,000 active;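 active means plate z-score of nuclear minus cytoplasmic receptor signal below a set negative limit, without overly bright fluorescence or cell loss, cut at about -3.5 in these data, passing the limit was not always enough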;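 further: z-score of nuclear minus cytoplasmic ring GR-EGFP intensity difference per well; some compounds called inactive have numbers as strong as hits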
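Also added: dexamethasone, 1.0 µM final. Medium: tet-free, stripped-serum medium. Detection: fixed, Hoechst-stained cells imaged at 10x for EGFP. Read-out: nuclear-to-cytoplasmic GR-EGFP distribution per well. Times: induction 48 h, compound 1 h, agonist 30 min.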
HEK293 NOD2/NF-kB: inhibition of NOD2-driven NF-kB reporter – cell-based, luminescence, uHTS, HEK293 (AID 1566); HEK293 NOD2/NF-kB luciferase reporter, luminescence; higher % means a stronger effect; inhibition, % at 4 µM, or EC50 in µM where a hit was titrated; 0.63% of 290,000 active; in the data active means inhibition above about 50%; further: many of its hits are not listed in these tables
Autophagy mod: autophagy modulation, high-content screen; MEF GFP-LC3 puncta imaging; test concentration mostly 10 µM; calls only at 10 µM (by protocol); 0.98% of 190,000 active; AID 463193;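 active means percentage of spot-positive cells more than 3 SD above its plate mean, without a fluorescence outlier flag or 80% toxicity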;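 further: spot-positive cell cutoff set from DMSO-treated cells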
Ins promoter up: MIN6 insulin promoter up-regulation | MIN6 insulin promoter-GFP reporter, high-content imaging; hits give high values | z-score at 5 µM | 0.3% of 190,000 active;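 active means z-score above 3 at 5 µM with at least 500 cells counted in the well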
P. falciparum M17LAP: P. falciparum M17LAP inhibitors, primary screen, biochemical, fluorogenic H-Leu-NHMec substrate, 1536-well (AID 1619); recombinant M17LAP, H-Leu-NHMec fluorogenic kinetic assay; higher % means a stronger effect; one-dose inhibition, % at 30 µM; IC50 in µM for titrated hits; 0.38% of 220,000 active;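 active means compound inhibiting the enzyme by more than half at any dose during confirmatory dose-response retesting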;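 further: plate controls were full reaction with DMSO carrier for no effect and no enzyme background for full effect; strong numbers were not always called active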
Dynein transport cytoplasmic EGFP: also measured in Dynein transport; calls as there; z-score; measured here: cytoplasmic GR-EGFP intensity; hits give high values
Dynein transport nuclear GR-EGFP: second read-out of Dynein transport, no call of its own (marks repeat the call); z-score; measured here: nuclear GR-EGFP intensity;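 lower value marks the stronger effect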
Dynein transport cell count: second read-out of Dynein transport, no call of its own (marks repeat the call); z-score; measured here: cell count per field
Ins promoter up cell count: recorded beside Ins promoter up, whose call it bears; cell count; measured here: cytotoxicity, nuclei count;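 total cells summed across four imaged fields per well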
b-catenin transl cell count 5 µM: further read-out of b-catenin transl, marked with its call; cell count; measured here: cell count, cytotoxicity flag
MT stabilizer Hoechst-high %: also measured in MT stabilizer; calls as there; % Hoechst-high responders; measured here: nuclear condensation Hoechst responders;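 share of cells brighter than vehicle mean plus two SD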
MT stabilizer cytotoxicity %: further read-out of MT stabilizer, marked with its call; toxicity, %; measured here: cytotoxicity by cell density;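 0% = mean cell density of plate MIN control wells and 100% = no cells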
Autophagy mod cell loss 18 h: second read-out of Autophagy mod, no call of its own (marks repeat the call); toxicity, %; measured here: cell loss, nuclei count;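 cell loss after 18 h compound exposure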
* hit, by the source's call; i = inactive; · = not tested or not shown; + = active, no number. Some of the compounds tested; rates above refer to the full screens.

Results follow in this order: Dynein transport	Yfh1-off respiration	Autophagy mod cell loss 18 h	Dynein transport cytoplasmic EGFP	MT stabilizer Hoechst-high %	b-catenin transl cell count 5 µM	Dynein transport cell count	Ins promoter up cell count	HEK293 NOD2/NF-kB	Ins promoter up	Autophagy mod	b-catenin transl	NOD1 NF-kB reporter	Dynein transport nuclear GR-EGFP	MT stabilizer	P. falciparum M17LAP	MT stabilizer cytotoxicity %
O=c1cc(NC2CCCCC2)c2ccccc2o1
  -0.64	i	9	-0.23	3.2	1104	1.1	·	0%	·	i	-1.2	-1%	-0.34	4.1	-4%	0.2
CCCCCC(=O)NC(=S)NNC(=O)CC
  -0.86	i	40	-0.15	1.1	1087	0.67	830	8%	0.24	i	0.3	4%	-0.14	2.3	0%	3.8
CCOC(=O)C1CCN(S(=O)(=O)c2ccc(NC(=O)OC)cc2)CC1
  2.7	i	2	-0.068	1.9	1126	-1.2	1288	10%	-0.87	i	-1.0	16%	2	3.2	-3%	11
Cc1cccc(C2N(c3ccc(F)cc3)C(=O)C3CCCN32)c1 (stereo not given)
  -0.67	i	4	-0.26	4.6	·	0.84	·	·	·	i	·	·	-0.26	1.1	·	8.7
O=C(CNC(=O)c1ccco1)NCC(=O)OC(C(=O)c1ccccc1)c1ccc(Cl)cc1 (stereo not given)
  -0.49	i	-1	-0.26	1.9	1252	-0.38	1063	9%	-0.04	i	-0.9	-20%	0.1	2.5	7%	3.5
CC1CCCC(CC(=O)O)(CC(=O)O)C1 (stereo not given)
  0.32	i	·	-0.25	·	1160	0.14	1388	14%	-0.12	·	-0.5	-3%	0.11	·	1%	·
CC(c1ccc(Br)cc1)N1CC23C=CC(O2)C(C(=O)O)C3C1=O (stereo not given)
  3.4	i	·	0.023	1.9	1114	-1.4	950	9%	0.22	·	1.1	27%	1.8	8.9	-7%	2.4
CCc1ccc(OCC(=O)NC(=S)Nc2cccc(CO)c2)c(Br)c1
  -0.0093	i	-3	0.59	1.7	1261	0.72	924	-110%	-1	i	-2.1	-67%	0.4	2.2	4%	8.6
O=C1CCC/C(=N\NC(=O)c2ccc(COc3cccc4cccnc34)cc2)C1
  0.81	i	-3	-0.24	2.7	610	-0.51	1223	-21%	0.08	i	-2.3	28%	0.86	2.4	12%	8.5
CCN(C(=O)COC(=O)c1cccc(-n2cnnn2)c1)C1CCCCC1
  -0.52	i	21	-0.33	2.1	1067	1.1	1167	6%	2.2	i	1.5	-26%	0.0085	4.8	0%	9.1

Just P. falciparum M17LAP, for some of the entries so far:
Molecule | P. falciparum M17LAP
CCc1ccc(OCC(=O)NC(=S)Nc2cccc(CO)c2)c(Br)c1 | 4%
O=C1CCC/C(=N\NC(=O)c2ccc(COc3cccc4cccnc34)cc2)C1 | 12%

(list continues)
Results follow in this order: Dynein transport	Yfh1-off respiration	Autophagy mod cell loss 18 h	Dynein transport cytoplasmic EGFP	MT stabilizer Hoechst-high %	b-catenin transl cell count 5 µM	Dynein transport cell count	Ins promoter up cell count	HEK293 NOD2/NF-kB	Ins promoter up	Autophagy mod	b-catenin transl	NOD1 NF-kB reporter	Dynein transport nuclear GR-EGFP	MT stabilizer	P. falciparum M17LAP	MT stabilizer cytotoxicity %
CCOC(=O)CSc1nnc(-c2cccc(Br)c2)o1
  0.63	i	10	-0.49	3.2	985	0.02	1601	-1%	0.71	i	-1.0	-15%	0.67	3.1	-1%	7.4
CCc1nnc(NC(=O)CSc2nccn2-c2cc(C)cc(C)c2)s1
  -0.16	i	-4	-0.086	21	1107	-0.16	898	19%	-1.4	i	-6.5	-5%	0.15	11	-8%	17
COc1ccc(CCNc2oc(COc3ccccc3)nc2C#N)cc1
  0.72	·	18	-0.44	1.7	1005	0.63	1552	-27%	-0.3	i	-7.3	-57%	-0.053	3.8	-1%	0.5
COC(=O)/C=c1/s/c(=C(\C#N)C(=O)NCc2ccco2)n(-c2ccc(C)cc2)c1=O
  -0.79	i	2.4*	0.51	1.2	1117	0.74	1270	-43%	0.43	+	-1.6	24%	-0.11	2.4	10%	4.3
Cc1cccc(Cc2nnc(CCC(=O)N(CC3CC3)CC3CCCO3)o2)c1 (stereo not given)
  -0.64	i	18	-0.18	2.7	1031	-0.036	1483	-84%	-0.41	i	-1.7	-63%	-0.48	1.9	-8%	3.6
COc1ccc(S(=O)(=O)N2CCC(C(=O)NCCC3=CCCCC3)CC2)cc1OC
  -0.34	i	9	-0.063	2.9	839	0.39	802	2%	-0.67	i	-4.1	20%	-0.27	3.0	0%	9.8
CCOC(=O)N1CCC(NC(=O)c2cc3c(-c4ccc(OC)c(OC)c4)nn(C)c3s2)CC1
  0.56	i	-4	-0.13	3.3	1036	-0.7	1196	12%	0.42	i	-0.8	-13%	0.76	3.1	9%	8.9
CC(Oc1cccc2c1OC(C)(C)C2)C(=O)O (stereo not given)
  -0.5	i	23	-0.21	1.8	1141	-0.11	·	7%	·	i	0.6	-33%	-0.3	2.6	3%	3.8
O=C1CCCc2c1[nH]c1ccc(Cl)cc21
  -0.55	·	-1	-0.21	1.0	361	-0.14	·	9%	·	i	-1.2	-17%	-0.32	3.9	17%	22
CC(OC(=O)c1cc2sccc2n1C)C(=O)NCc1ccco1 (stereo not given)
  1	i	5	-0.21	1.3	859	-0.2	1463	11%	-0.88	i	-5.3	-2%	0.22	1.0	-4%	1.3
CN1C(=O)COc2ccc(C(=O)c3oc4ccccc4c3-c3cnc4c(c3)COc3ccccc3-4)cc21
  0.96	i	-4	0.069	2.5	1169	-2.6	1046	18%	-0.53	i	-0.4	-17%	1.1	4.0	-12%	1.7
O=C(NC1CC2CCCC(C1)N2C(=O)NC1CCCCC1)c1ccc(F)cc1 (stereo not given)
  -0.034	i	-12	-0.3	2.2	1135	-0.84	1297	24%	-0.2	i	2.1	15%	0.45	4.7	0%	6.2
CC1(C)Cc2ccccc2-c2n[nH]c(=S)n21
  1.2	i	22	-0.31	2.7	876	-0.57	1218	-3%	0.49	i	0.3	3%	0.47	3.9	-1%	2.6
O=C(CSc1nc(-c2cccs2)cc(C(F)(F)F)n1)Nc1cc(OCC(F)(F)F)cc([N+](=O)[O-])c1
  -0.19	i	-5	-0.23	3.0	987	0.18	2193	-1%	-0.29	i	-0.5	-9%	-0.47	4.5	6%	4.2
Cc1oc(-c2ccc(Cl)cc2)nc1CN1CCCC(C(=O)NCc2cccnc2)C1 (stereo not given)
  0.14	i	-18	-0.33	4.1	921	0.092	888	34%	-0.98	i	-0.9	48%	0.23	5.5	-8%	0.4
Cc1ccc(-c2nnc(SC(C)C#N)n2N)cc1 (stereo not given)
  -0.58	i	-5	-0.21	4.0	·	0.56	1043	0%	-0.19	i	·	-20%	-0.13	3.2	16%	7.1
CCc1ccc(Oc2cc(C)nc(N)n2)cc1
  0.99	i	1	-0.27	2.4	1267	-0.14	1224	-59%	0.24	i	-2.0	-45%	0.84	2.8	-17%	8.9
O=Cc1ccc(-c2ccc([N+](=O)[O-])cc2Cl)o1
  -0.38	i	7	-0.22	1.5	982	1.2	1260	-2%	-0.06	i	0.7	-32%	-0.29	15	3%	9.0
CCCCOC(=O)Nc1cccc(C(C)=O)c1
  -0.52	i	18	-0.32	4.1	795	0.48	1056	17%	2.4	i	-1.0	-1%	-0.28	4.6	9%	3.1
Cc1ccccc1OCCNC(=O)c1ccc2ccccc2n1
  0.49	i	-5	-0.31	1.9	995	-0.32	1366	8%	-0.35	i	-0.7	-25%	-0.046	4.3	-9%	5.4
CCOC(=O)N/N=C/c1cc(OC)c(O)c(OC)c1
  -0.55	i	-1	-0.31	1.9	959	0.83	1385	6%	0.03	i	-0.1	-41%	-0.7	2.5	1%	7.4
CCOC(=O)c1sc2ncc([N+](=O)[O-])cc2c1N
  0.22	i	·	-0.18	·	1198	0.093	1059	-1%	-0.11	·	-0.8	-6%	0.13	·	-1%	·
Cc1noc(NS(=O)(=O)c2ccc(NC(=O)CSc3nnc4c(n3)[nH]c3ccccc34)cc2)c1C
  -0.14	i	-7	-0.18	2.2	561	-0.3	1438	-5%	-0.42	i	-6.2	-31%	0.59	2.7	2.6µM*	5.0
Cc1ccccc1-c1nc(CN2CCC(C(=O)NCC3CCCO3)CC2)c(C)o1 (stereo not given)
  -1.1	i	-7	-0.12	2.5	853	0.22	900	18%	-0.2	i	-2.9	-7%	-0.52	1.3	4%	4.2
CCOc1ccc(-c2nc(CCl)cs2)cc1
  -0.14	i	35	-0.38	2.0	908	1	·	-42%	·	i	1.4	-34%	-0.54	2.0	-3%	2.7
CCN(CC#CCC(O)(c1ccccc1)c1ccccc1)C(C)C
  -0.26	i	0	-0.24	3.0	865	0.4	1444	3%	-0.38	i	4.8	-9%	-0.39	2.3	17%	3.4
N#C/C(=C/c1cccc(C(F)(F)F)c1)c1nc(CCN2C(=O)c3ccccc3C2=O)cs1
  -0.56	i	-2	-0.28	1.2	1380	0.63	1651	13%	0.01	i	0.3	-10%	-0.13	1.3	-6%	6.1
Cc1oc(-c2cccc(Br)c2)[n+]([O-])c1C
  -0.0039	i	12	-0.25	2.7	1045	1.2	1121	4%	-0.45	i	0.7	-11%	-0.31	2.8	8%	10
Cc1cc(NC(=O)c2noc3c2CCCCC3)nn1Cc1ccc(Cl)cc1
  1.3	i	-3	-0.12	2.6	1233	0.13	1209	-15%	-0.28	i	-6.2	-14%	0.68	3.7	-4%	9.1
